Ins promoter up: MIN6 insulin promoter up-regulation. MIN6 insulin promoter-GFP reporter, high-content imaging; active compounds read high. z-score at 5 µM. 0.3% of 190,000 active;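 active = z-score above 3 at 5 µM with at least 500 cells counted in the well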
Autophagy mod: alters autophagy in cells | MEF GFP-LC3 puncta imaging; test concentration mostly 10 µM | calls only at 10 µM (by protocol) | 0.98% of 190,000 active | AID 463193;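 active = percentage of spot-positive cells more than 3 SD above its plate mean, without a fluorescence outlier flag or 80% toxicity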;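 note: spot-positive cell cutoff set from DMSO-treated cells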
Dynein cargo inh: blocks dynein driven cargo transport along microtubules; z-score, hits read low; 0.47% of 220,000 active; 3617.4 mouse cells, GR-EGFP nuclear translocation imaging; test concentration mostly 20 µM; stimulated with dexamethasone, 1 µM; active compounds read low;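 active = plate z-score of nuclear minus cytoplasmic receptor signal below a set negative limit, without overly bright fluorescence or cell loss, cut at about -3.5 in these data, passing the limit was not always enough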;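 note: z-score of nuclear minus cytoplasmic ring GR-EGFP intensity difference per well; some compounds called inactive have numbers as strong as hits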
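Buffer or medium – tet-free medium with charcoal-stripped serum · Signal – automated 10x imaging of fixed Hoechst-stained cells · Also added – dexamethasone agonist, 1.0 µM final, for 30 min · Incubation – induction 48 h, compound 1 h, agonist 30 min · Read-out – GR-EGFP nuclear translocation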
WT yeast gro inh: growth inhibition of WT yeast, mitochondrial fusion screen; 2.1% of 190,000 active; inhibition, % at 10 µM; mitochondrial fusion phenotypic screen, WT strain; in the data active = inhibition above about 58%; tested in S. cerevisiae
Yfh1-depleted yeast: enhancers of respiration in Yfh1-depleted yeast, dose response, Friedreich's ataxia, plus single-dose screen (AID 1465); one-dose fold induction at 50 µM; EC50 in µM for titrated hits; S. cerevisiae Yfh1-off respiration, WST-1 reduction, 72 h; higher fold induction means a stronger effect; 0.074% of 220,000 active;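 active = fold induction of absorbance versus untreated yeast above a set limit, then at least 30% activation at any dose in follow-up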;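 note: activators that raise dye reduction in frataxin-depleted yeast; strong numbers were not always called active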
MT stabilize HCS: stabilizes microtubules in HeLa cells. HeLa tubulin immunostaining HCS, 24 h; share of cells brighter than vehicle mean+2SD. % tubulin-high responders, % at 10 µM. 0.83% of 200,000 active. AID 2205;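 active = plate Z-score above 3 for both tubulin-high and condensed-nucleus cell shares, with cell loss under 80%, at 10 µM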;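 note: anti alpha tubulin signal scored within the nucleus-defined area of each cell; some results filed as inactive read as strong as hits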
b-catenin transl: beta-catenin nuclear translocation modulation; nuclear translocation activity, % at 5 µM; AID 1665; HeLa beta-catenin nuclear translocation, immunofluorescence imaging; 0.3% of 190,000 active;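 active = nuclear translocation activity above 50% at 5 µM, with a well cell count of 50 or more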;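 note: per-cell ratio of nuclear to cytoplasmic median beta-catenin stain intensity; plate controls were DMSO negative control for no effect and GSK-3 inhibitor IX positive control for full effect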
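Test system: human HeLa cells, native beta-catenin. Compound dosing: 5 µM primary single dose, 0.1% DMSO, 0.02–20 µM confirmation series. Incubation: compound exposure 24 h at 37°C. Detection: beta-catenin immunostaining with DAPI counterstain, 20x imaging, 6 fields/well. Read-out basis: Nuclear/cytoplasmic beta-catenin signal ratio, % activation.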
human PMI inhibition: MPI enzyme activity inhibition – biochemical, fluorescence intensity, coupled assay, primary screen (AID 1209). purified PMI enzyme, coupled fluorescence intensity; higher % means a stronger effect. inhibition, % at 20 µM, or IC50 in µM where a hit was titrated. 0.42% of 190,000 active;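 note: plate controls were DMSO vehicle for no effect and wells lacking substrate for full effect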
human PMI inhibitors: MPI inhibition at elevated mannose 6-phosphate – biochemical, fluorescence intensity, high mannose 6-phosphate, primary screen (AID 1220). recombinant PMI enzyme, coupled fluorescence intensity; higher % means a stronger effect. inhibition, % at 20 µM; hits with a dose series show IC50 in µM. 0.66% of 190,000 active
WT yeast gro inh mutant strain: recorded beside WT yeast gro inh, whose call it bears; inhibition, %; mitochondrial fusion phenotypic screen, mutant strain inhibition
Dynein cargo inh cytoplasmic EGFP: second read-out of Dynein cargo inh, no call of its own (marks repeat the call); z-score; measured here: cytoplasmic GR-EGFP intensity; active compounds read high
Dynein cargo inh nuclear GR-EGFP: second read-out of Dynein cargo inh, no call of its own (marks repeat the call); z-score; measured here: nuclear GR-EGFP intensity;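 lower value marks the stronger effect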
Dynein cargo inh cell count: recorded beside Dynein cargo inh, whose call it bears; z-score; measured here: cell count per field
Ins promoter up cell count: further read-out of Ins promoter up, marked with its call; cell count; measured here: cytotoxicity, nuclei count;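 total cells summed across four imaged fields per well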
b-catenin transl cell count 5 µM: recorded beside b-catenin transl, whose call it bears; cell count; measured here: cell count, cytotoxicity flag
MT stabilize HCS Hoechst-high %: also measured in MT stabilize HCS; calls as there; % Hoechst-high responders; measured here: nuclear condensation Hoechst responders;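 share of cells brighter than vehicle mean plus two SD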
MT stabilize HCS cytotoxicity %: recorded beside MT stabilize HCS, whose call it bears; toxicity, %; measured here: cytotoxicity by cell density;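 0% = mean cell density of plate MIN control wells and 100% = no cells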
Autophagy mod cell loss 18 h: second read-out of Autophagy mod, no call of its own (marks repeat the call); toxicity, %; measured here: cell loss, nuclei count;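 cell loss after 18 h compound exposure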
* = called active by the depositor; i = inactive; . = no result given. Cut-off read from the data, not from the text of the source, unless noted: active = inhibition above about 50%; inactive = the rest. This is a random part of the collection (roughly 5% active in at least one column).

SMILES	Ins promoter up	Ins promoter up cell count	Autophagy mod	Autophagy mod cell loss 18 h	Dynein cargo inh	Dynein cargo inh cytoplasmic EGFP	Dynein cargo inh nuclear GR-EGFP	Dynein cargo inh cell count	WT yeast gro inh	WT yeast gro inh mutant strain	Yfh1-depleted yeast	MT stabilize HCS	MT stabilize HCS Hoechst-high %	MT stabilize HCS cytotoxicity %	b-catenin transl	b-catenin transl cell count 5 µM	human PMI inhibition	human PMI inhibitors
O=C(CN1CCN(Cc2ccccc2F)C1=O)NC1CCCC1	1.4	1234	i	7	-0.22	-0.27	-0.12	0.43	-9	-1	i	1.5	2.2	6.3	-1.4	1109	7%	8%
O=C(Nc1ccc2c(c1)OCCO2)C(c1ccc(F)cc1)N1CCCCC1 (stereo unspecified)	-0.23	885	i	-6	0.36	-0.098	0.16	-0.35	-1	8	i	1.2	0.8	3.0	.	.	3%	14%
CCOc1c(Cl)cc(C(=O)Nc2cccc(C(=O)O)c2)cc1Cl	-0.8	1352	i	6	-0.62	-0.33	0.12	0.87	-1	3	i	1.3	2.0	5.0	-0.7	978	-6%	-7%
COc1ccc2c(=O)c(C(=O)O)c(-c3ccc4c(c3)OCO4)n(C)c2c1	0.42	1297	i	-4	0.22	-0.21	-0.26	0.18	-7	-2	i	2.4	3.0	5.9	-2.1	557	-5%	2%
COc1ccccc1N/C(=N/c1nc(C)cc(C)n1)NC(C)=O	0.07	1220	i	5	0.71	-0.49	0.89	-0.16	-5	28	i	2.5	1.6	9.6	-1.9	855	-1%	-5%
O=C(COC(=O)c1ccccc1C(=O)N1CCN(c2ccccc2)CC1)Nc1ccc(F)cc1	-0.4	973	i	-1	2.1	0.33	1.5	-1.8	19	18	i	3.1	0.9	7.7	-1.7	1211	-2%	-1%
CCCCn1c(CCC)nc([N+](=O)[O-])c1Sc1ccc(Cl)cn1	.	.	i	8	-3.6*	0.41*	-1.9*	-0.11*	17	-3	i	4.8	3.0	2.6	.	.	-4%	-3%
COc1ccc(/C=N/N=C2/NC(=O)C(c3ccccc3)S2)c(OC)c1 (stereo unspecified)	-0.09	1921	i	-37	-0.44	0.072	-0.34	0.14	4	19	i	2.8	2.2	6.8	-1.0	1105	0%	-6%
CCN(C(=O)c1ccnn1C)c1ccccc1	-0.13	1371	i	6	-0.065	-0.32	-0.41	0.5	-8	-5	i	2.1	3.3	3.3	.	.	-6%	-6%
COc1ccc(OCC(=O)N2CCN(C(=O)c3cccs3)CC2)cc1	.	.	i	-2	-0.61	-0.26	-0.35	-0.79	-8	-4	.	3.2	2.8	4.9	-0.2	1135	-7%	1%
CCSC(=O)NC1CCCCC1	-0.28	1004	.	.	-0.021	-0.23	0.93	-0.29	.	.	i	.	.	.	-0.3	1262	.	.
COc1ccc(C)cc1N(C(=O)c1ccccc1)c1nc2ccccc2s1	0.08	1499	i	4	0.34	-0.27	0.3	0.51	29	6	i	4.9	2.6	15	4.9	1068	23%	15%
O=C(CNC(=O)Cc1ccccc1)N=Nc1c(O)n(Cc2ccc3c(c2)OCO3)c2ccccc12	-0.3	1586	i	-4	0.25	-0.11	0.3	-0.83	-4	-4	i	9.4	1.5	14	-1.0	1120	18%	11%
CS(=O)(=O)c1ccccc1COC(=O)Nc1ccc(Cl)cc1	.	.	i	-27	-0.79	-0.23	-0.098	1	.	.	i	2.9	2.4	9.6	.	.	7%	4%
CSc1cccc(NC(=O)CCC(=O)O)c1	0.37	1162	i	-8	-0.44	-0.33	-0.59	0.87	-20	-5	i	6.9	2.9	9.9	-3.5	560	0%	4%
CCOc1ccccc1OCC(=O)Nc1ccc(S(=O)(=O)Nc2ncccn2)cc1	0.4	1172	i	-1	0.17	-0.25	0.5	0.45	-3	10	i	3.4	1.4	5.2	-0.9	1184	0%	-7%
O=C(/C=C/c1ccc(Br)cc1)c1ccc(NC2=NCCCS2)cc1	0.11	1031	i	7	-1.3	0.61	-0.87	-0.17	81	82	i	2.6	6.2	3.1	.	.	2%	1%
Cn1c(SCc2ccccc2Cl)nc2ccccc21	.	.	i	36	-0.47	0.39	-0.087	0.88	2	8	i	1.5	1.0	3.6	.	.	12%	10%
Cc1ccc(OCC(=O)N(Cc2ccccc2)C2CCS(=O)(=O)C2)c([N+](=O)[O-])n1 (stereo unspecified)	-0.84	1560	i	5	-0.47	-0.22	-0.38	0.14	5	-2	i	3.6	2.8	4.1	0.8	1171	5%	-6%
O=C(CSc1nc2ccccc2o1)NC(=O)NCc1ccco1	0.62	1507	i	4	0.59	-0.012	0.72	-0.14	7	4	i	1.7	1.9	16	-0.3	1054	4%	0%
Cc1cc2ncc(S(C)(=O)=O)c(N)n2n1	-0.39	1067	i	18	-0.61	-0.25	-0.94	0.93	-6	-10	i	1.5	1.4	7.4	-0.4	1149	-6%	-4%
CC(C)c1onc(C(=O)Nc2cccnc2Cl)c1[N+](=O)[O-]	-0.82	1264	i	41	-0.18	-0.32	0.0019	0.26	-12	3	i	2.4	2.2	4.4	-0.4	1128	-17%	-7%
CCC(C)C(NC=C1C(=O)OC(C)(C)OC1=O)C(=O)O (stereo unspecified)	.	.	i	-5	-0.35	-0.35	-0.061	0.77	-12	8	i	1.3	1.9	9.3	-1.6	1138	2%	-1%
CCC1(CC)C(=O)NC(=O)NC1=Nc1ccccc1	-0.08	1271	i	-3	2	0.093	1.3	-2.3	-8	-17	i	5.0	3.6	10	-0.9	561	-6%	-14%
COc1cc(NC(C)=O)c2ncccc2c1[N+](=O)[O-]	0.1	1197	i	-16	-0.51	-0.32	-0.62	0.93	-12	-3	i	2.3	2.7	0.7	-4.0	575	.	.
COc1ccc(NC(=S)Nc2cccc(S(=O)(=O)N3CCCCC3)c2)cc1	0.82	1123	i	0	-0.25	-0.3	-0.49	0.41	-16	3	i	3.1	2.5	5.8	.	.	1%	-1%
COc1cc(C)ccc1NC(=O)c1ccc(S(=O)(=O)N2CCOCC2)cc1	.	.	i	6	-0.49	-0.14	-0.24	-0.079	1	0	i	1.6	2.1	9.3	.	.	7%	2%
O=C1CCCC/C1=C/NCc1ccccc1	-0.03	1605	i	-3	0.46	-0.37	0.13	-0.42	-14	7	i	4.3	1.1	3.7	-6.0	1090	-8%	-3%
CCN(CC)c1ccc(C=C2C(=O)OC(c3ccccc3)OC2=O)cc1 (stereo unspecified)	.	.	i	5	-0.37	-0.22	-0.067	0.38	-2	11	i	2.4	2.3	12	1.8	522	-4%	1%
COc1ccccc1N1CCN(CCc2n[nH]c(=S)n2-c2ccccc2)CC1	0.37	1207	i	-3	-0.33	-0.3	0.48	0.27	-5	4	i	3.1	1.5	6.6	.	.	8%	-4%
CCOC(=O)c1cnn(-c2nc(SC)nc3sc4c(c23)CCCC4)c1N	-0.6	966	i	7	-0.56	0.017	-0.11	0.6	55	22	i	7.8	3.3	2.1	-0.8	1215	12%	10%
Cc1cc(OC(C(=O)O)c2ccccc2)c2c(C)c(Cc3ccccc3)c(=O)oc2c1 (stereo unspecified)	-0.07	1045	.	.	-0.51	-0.23	0.15	-0.33	.	.	i	.	.	.	0.4	1282	.	.
CN(NS(=O)(=O)c1ccccc1)c1nc2ccccc2nc1C(F)(F)F	.	.	i	1	-0.53	0.1	-0.32	0.13	-7	-14	i	2.3	1.4	2.2	-14	1017	11%	11%
COc1cc(C)c(NC(=S)Nc2cccc(Cl)c2C)cc1OC	0.07	1488	i	-12	1.3	0.23	0.72	-1.4	0	1	i	2.6	2.1	1.0	-0.1	1108	24%	20%
CCOC(=O)CCC(=O)NNC(=O)c1ccc(NC(=O)c2ccccc2)cc1	-1.1	1308	i	-37	-0.34	-0.31	-0.15	0.77	-9	-2	i	1.7	2.3	7.4	-1.0	1200	-4%	-1%
COc1ccc(N2CC(C(=O)NCc3ccco3)CC2=O)cc1 (stereo unspecified)	0.29	1631	i	21	1.9	-0.03	1.7	-1.7	0	8	i	2.5	1.8	6.4	3.7	922	-49%	-86%
CCOC(=O)CC(=O)c1[nH]c(C)c(C(=O)OCC)c1C	1.2	1251	i	2	0.31	-0.12	0.17	-0.47	-13	5	i	2.5	1.6	3.6	6.7	930	7%	8%
Cn1nc(C(=O)Nc2nc3ccccc3[nH]2)c2ccccc2c1=O	-1.4	1435	i	3	0.19	-0.11	0.2	-0.62	11	2	i	2.4	3.5	4.9	-0.6	1164	5%	8%
CN1CCN(C(=O)c2cc3sc4ccccc4c3s2)CC1	0.04	1161	.	.	-0.11	-0.21	0.61	-0.41	.	.	i	.	.	.	1.2	1310	.	.

Reprinted from above, 3 compounds:
SMILES	Ins promoter up	Ins promoter up cell count	Autophagy mod	Autophagy mod cell loss 18 h	Dynein cargo inh	Dynein cargo inh cytoplasmic EGFP	Dynein cargo inh nuclear GR-EGFP	Dynein cargo inh cell count	WT yeast gro inh	WT yeast gro inh mutant strain	Yfh1-depleted yeast	MT stabilize HCS	MT stabilize HCS Hoechst-high %	MT stabilize HCS cytotoxicity %	b-catenin transl	b-catenin transl cell count 5 µM	human PMI inhibition	human PMI inhibitors
Cc1cc(OC(C(=O)O)c2ccccc2)c2c(C)c(Cc3ccccc3)c(=O)oc2c1 (stereo unspecified)	-0.07	1045	.	.	-0.51	-0.23	0.15	-0.33	.	.	i	.	.	.	0.4	1282	.	.
CN(NS(=O)(=O)c1ccccc1)c1nc2ccccc2nc1C(F)(F)F	.	.	i	1	-0.53	0.1	-0.32	0.13	-7	-14	i	2.3	1.4	2.2	-14	1017	11%	11%
COc1cc(C)c(NC(=S)Nc2cccc(Cl)c2C)cc1OC	0.07	1488	i	-12	1.3	0.23	0.72	-1.4	0	1	i	2.6	2.1	1.0	-0.1	1108	24%	20%

Screening results from PubChem.
